S3 lipid droplet – qHTS Assay for Lipid Storage Modulators in Drosophila S3 Cells. Drosophila S3 cells, BODIPY lipid droplet fluorescence, 18-24 h; cells fed with added oleic acid. lipid storage change, negative = inhibition, % at the top dose, mostly 46.1 µM; hits show Potency in µM. 320,000 compounds, 0.64% hits; active = well fitted inhibition curve with a large enough effect in the signal ratio, with a control signal flat, not every such curve was filed as active; inconclusive = small, poorly fitted or top-dose-only effect, or effect the other way, or a change in a side signal; the % refers to the signal ratio
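Laser-scanning cytometry quantifies lipid droplet accumulation (500–530 nm total intensity; droplet/cell object ratio) in oleic acid-fed (400 uM added) Drosophila S3 cells treated with a concentration series. 20 uM Triacsin C defined 100% inhibition.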
S3 lipid droplet cell count max – also measured in S3 lipid droplet; calls as there; cell number change, %; measured here: cell count max response;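 cells counted by Cell Tracker Red CMTPX staining in the red channel; peak over a dose series mostly up to 46.1 µM; percent activity relative to internal control wells on each plate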
* hit, by the source's call; i = inactive; ? = inconclusive; nt = not tested or not shown. % is set by controls: 0 for no effect and ±100 for the full control effect; potency is the fitted concentration of half-maximal effect.

The line under a structure holds: S3 lipid droplet	S3 lipid droplet cell count max
C#CCOCCOCCOCCNc1nc(N2CCN(C(=O)[C@H]([C@@H](C)O)n3cc(CCCCN)nn3)CC2)nc(N2CCN(C(=O)[C@H](CCCCN)n3cc(CCC(=O)O)nn3)CC2)n1
 : ?	nt
COc1ccc(C2C(C(=O)C(C)(C)C)=C(O)C(=O)N2Cc2ccccc2)cc1 (stereo not given)
 : ?	nt
CCCCOc1ccccc1C(=O)NCCCCCC(=O)O
 : 7%	9
Cc1ccccc1S(=O)(=O)Cc1ccc(C(=O)NCCCN2CCCC(C)C2)o1 (stereo not given)
 : ?	nt
Cc1ccc(CNS(=O)(=O)NCc2ccccc2F)cc1
 : ?	nt
COc1ccc(CCNC(=O)CCCc2nnc3n(C)c(=O)c4sccc4n23)cc1OC
 : ?	nt
O=C(CCSCCc1ccccn1)Nc1c(F)c(F)c(F)c(F)c1F
 : 14%	5
CCOC(=O)Cn1cnc2c(C#N)c3n(c2c1=O)CCCCC3
 : 11%	3
Cc1cc(C)c(NC(=O)COc2nncc3ccccc23)c(C)c1
 : 12%	13
Cc1ccc(NC(=O)c2ccc(N3CCCC3=O)cc2)cc1S(=O)(=O)N1CCCCC1
 : 23%	-9
COC(=O)C(CC(=O)c1cccc(OC)c1)c1ccc(F)cc1 (stereo not given)
 : 12%	19
CCOC(=O)C1(CCOc2ccccc2)CCN(Cc2ccc(CO)o2)CC1
 : ?	nt
CCC1(c2ccccc2)NC(=O)N(CC(=O)NCc2ccc(OC)cc2)C1=O (stereo not given)
 : ?	nt
CCOC(=O)C1CCN(S(=O)(=O)C(F)(F)c2nc3ccccc3s2)CC1
 : 21%	17
Cc1cc(C(=O)N/N=C/c2cc(Br)ccc2OC(=O)c2ccc(Br)cc2)n[nH]1
 : ?	nt
COc1ccccc1/C=N/Nc1nncc2ccccc12
 : -6%	2
NC(=O)N/N=C/c1c(O)ccc2oc3c(c12)CCCC3
 : ?	nt
O=C(Cn1nc(C(=O)O)c2ccccc2c1=O)Nc1ccc(F)cc1F
 : ?	nt
Cc1cc(NC(=O)C(C)SCC(=O)Nc2nc3c(F)cc(F)cc3s2)no1 (stereo not given)
 : -1%	-17
COc1cccc(-n2nnc3c(=O)n(Cc4ccc(Cl)cc4)cnc32)c1
 : -28%	-23

Reformatted as tab-separated lines: part of the list above
Molecule	S3 lipid droplet	S3 lipid droplet cell count max
CCOC(=O)C1(CCOc2ccccc2)CCN(Cc2ccc(CO)o2)CC1	?	nt
NC(=O)N/N=C/c1c(O)ccc2oc3c(c12)CCCC3	?	nt

(listing goes on)
The line under a structure holds: S3 lipid droplet	S3 lipid droplet cell count max
Cc1cc(C(F)(F)F)n2nc(-c3cnn(C)c3C(F)(F)F)cc2n1
 : -21%	-10
N#Cc1c(-c2ccccc2)cc(C2CC2)nc1N
 : ?	nt
Nc1nc(SCC(=O)N2CCCC2)[nH]c(=O)c1-c1ccccc1
 : -25%	-3
Cc1ccc(OCC(=O)NCc2ccccc2)c([N+](=O)[O-])n1
 : 10%	8
Cc1ccc(-n2nc3c(c2NC(=O)c2ccc(S(=O)(=O)N4CCOCC4)cc2)CSC3)c(C)c1
 : ?	nt
CCN(C(=O)Cc1c(C(=O)O)n(CC)c2ccccc12)c1cccc(C(F)(F)F)c1
 : -6%	-5
COc1ccc(-c2ccnc3nc(/N=C/N(C)C)nn23)cc1
 : ?	nt
Cc1ccc([N+](=O)[O-])cc1NC(=O)C[n+]1ccccc1
 : 12%	9
Cc1cc(OCC(=O)Nc2ccc(N3CCN(C)CC3)cc2)ccc1Cl
 : ?	nt
CCCOc1ccc(C(C)(O)CN2CCOCC2)cc1 (stereo not given)
 : i	-17
Cc1nc2scc(C)n2c(=O)c1S(=O)(=O)NCCc1ccc(Cl)cc1
 : i	-16
Cc1ccc2cc(CN(CC(C)C)S(=O)(=O)c3ccccc3)c(=O)[nH]c2c1
 : ?	nt
CC1(C)CC(CCNC(=O)c2ccco2)CC(C)(C)N1
 : ?	nt
CC1(C)CC(=O)C=C(N2CCCC2)C1
 : 4%	19
O=C(N/N=C/c1cc(Cl)ccc1O)c1ccccc1Br
 : -5%	-14
CC(=O)N1CCSc2ccc(S(=O)(=O)NCc3ccc(F)cc3)cc21
 : ?	nt
COc1ccccc1C1=NOC(Cn2c(NCCOCCO)nc3c2c(=O)n(C)c(=O)n3C)C1 (stereo not given)
 : -20%	-4
COc1ccc(OC)c(C2C(C(=O)Nc3nc4ccccc4s3)=C(C)NC3=C2C(=O)CCC3)c1 (stereo not given)
 : ?	nt
Cc1ccc(CS(=O)Cc2ccc(C(=O)N3CCN(C4CCCCC4)CC3)o2)cc1 (stereo not given)
 : i	nt
CC1(C)CC(=O)C2=C(C1)N(Cc1cccnc1)C(=O)C2(NC(=O)c1ccc(F)cc1)C(F)(F)F (stereo not given)
 : i	17
CCOC(=O)CSc1nnc(-c2cc(OC)c(OC)c(OC)c2)o1
 : ?	nt
CN1CCN(C(=S)NC(=O)/C=C/c2ccccc2Cl)CC1
 : 17%	27
CC(C)CCn1nnnc1C(c1ccc(F)cc1)N1CCC(C(N)=O)CC1 (stereo not given)
 : 8%	1
O=C(NCC(=O)N(Cc1cccs1)C(C(=O)NC1CCCCC1)c1ccncc1)c1ccco1 (stereo not given)
 : 0%	2
CC(C)(C)C1=C(C#N)C(c2cccnc2)C(C#N)=C(N)O1 (stereo not given)
 : 8%	0
CN1/C(=C\C(=O)c2ccco2)c2ccccc2CC1(C)C
 : 7%	-13
COc1ccc(C(=O)C(C)[n+]2ccc(-c3nnc4n3CCCCC4)cc2)cc1 (stereo not given)
 : 3%	-14
Cc1oc(-c2cccc(Cl)c2)nc1CN1CCC(C(=O)N2CCN(c3ccccc3F)CC2)CC1
 : ?	nt
COc1ccc(Nc2nc(=O)c3cc([N+](=O)[O-])ccc3s2)cc1
 : 14%	4
CCCCOc1ccc(C(=O)N(Cc2ccccc2)C2CCS(=O)(=O)C2)cc1 (stereo not given)
 : -9%	23
CCOC(=O)C(=O)NC12CC3CC(CC(C3)C1)C2
 : ?	nt
COc1ccccc1C(CNC(=O)c1cc(S(=O)(=O)N2CCOCC2)ccc1C)N1CCCC1 (stereo not given)
 : 9%	8
CC1CCc2sc(C(=O)N/N=C/C3CCCCC3)cc2C1 (stereo not given)
 : i	18
COc1ccccc1-c1cc(N)n(S(=O)(=O)c2cccc3nsnc23)n1
 : ?	nt
O=C(Cn1cc(C(F)(F)F)ccc1=O)N1CCN(S(=O)(=O)c2ccc(Cl)cc2)CC1
 : ?	nt
CCCCC(CC)COC(=O)CCCCC(=O)OCC(CC)CCCC (stereo not given)
 : ?	nt
O=C(Nc1ccc(Br)cc1)c1cccc(N2C(=O)CCC2=O)c1
 : i	-15
Cc1nn(Cc2ccc(C(=O)N3N=C(C(F)F)CC3(O)C(F)F)o2)c(C)c1[N+](=O)[O-] (stereo not given)
 : 4%	0
O=C(O)C(Cc1c[nH]c2ccccc12)N1Cc2ccccc2C1=O (stereo not given)
 : 4%	1
O=C(CCCN1CCc2[nH]c3ccc(F)cc3c2C1)c1ccc(F)cc1
 : ?	nt
C=CCn1c(Cc2ccccc2)nc2c(cnn2-c2ccccc2)c1=O
 : ?	nt
COc1ccccc1OCCNC(=O)c1ccc(S(=O)(=O)N(C)C)cc1
 : 13%	0
COc1cc(/C=C2\SC(=S)N(CC(=O)O)C2=O)ccc1OS(=O)(=O)c1ccc(C)cc1
 : -19%	-3
O=C(COC(=O)Cc1ccsc1)NCc1ccc(Cl)cc1
 : 6%	2
O=[N+]([O-])c1ccc(Sc2cccc3cccnc23)c2cccnc12
 : -13%	5
Cc1ccccc1OCc1n(CC(=O)OC2CC(C)CCC2C(C)C)c2ccccc2[n+]1C (stereo not given)
 : ?	nt
Cc1cc(=O)n2c3c(sc2n1)C(=O)N(Cc1ccccc1)C3=O
 : 5%	5
COc1ccc(C2CC(c3cccs3)=NN2C(=O)CSc2nc3ccccc3o2)cc1 (stereo not given)
 : 9.2µM*	-8.6*
COc1ccc(-c2nc3c(Br)c(N)c(Br)cc3o2)cc1
 : ?	nt
CCc1ccccc1Nc1nc(N)nc(COC(=O)c2c(C)noc2C)n1
 : ?	nt
COc1cccc(C2CC(=O)Nc3cc(OC)c(OC)cc32)c1 (stereo not given)
 : -9%	-8
C=CCN1C(=O)c2ccc(C(=O)N3CCN(S(=O)(=O)c4cccc([N+](=O)[O-])c4)CC3)cc2C1=O
 : ?	nt
Cc1occc1C(=O)N=Nc1c(O)n(C)c2ccccc12
 : ?	nt
COC(=O)c1ccc2c(=O)[nH]c(CSc3nc(-c4ccc(F)cc4)cs3)nc2c1
 : 12%	0
Cc1nn(-c2ccccc2)c(C)c1NC(=O)COC(=O)C1CC(=O)N(CCc2ccccc2)C1 (stereo not given)
 : ?	nt
O=C(CCCCCn1c(=S)[nH]c2ccccc2c1=O)NCc1ccc2c(c1)OCO2
 : ?	nt
CCNC(=S)N/N=C/c1cn(Cc2ccc(F)cc2)c2ccccc12
 : ?	nt
Cc1cc(S(=O)(=O)NCc2cccs2)ccc1-n1cnnn1
 : 13%	9
CC(C)NC(=O)c1onc(CSc2ccc(F)cc2)c1C(=O)NC(C)C
 : ?	nt
CCCCSCCCNC(=O)C1CCC(CNS(=O)(=O)c2ccc(NC(C)=O)cc2)CC1 (stereo not given)
 : i	0

Following part
The line under a structure holds: S3 lipid droplet	S3 lipid droplet cell count max
O=S(=O)(/N=C(/Sc1ccccc1)c1ccccc1)c1ccccc1
 : ?	nt
Cn1c(=O)c2c(nc(N3CCNCC3)n2Cc2ccccc2Cl)n(C)c1=O
 : 18%	6
CCOC(=O)c1ccc(NC(=O)Nc2ccc(OC)c(OC)c2)cc1
 : ?	nt
Nc1ncnc(SCc2c(F)cccc2Cl)n1
 : ?	nt
Cc1ccc(NC(=O)CCNS(=O)(=O)c2ccc3[nH]c(=O)oc3c2)cc1F
 : i	-5
CCn1ccnc1[C@@H]1C[C@H]2CN(c3ccccc3OC)C(=O)[C@]23CCCN13
 : 4%	5
CCC(=O)Nc1ccc(Cl)c(NC(=S)NC(C)=O)c1
 : ?	nt
CC(=O)c1cccc(N=c2scc(-c3ccc(S(=O)(=O)N4CCOCC4)cc3)n2CCO)c1
 : ?	nt
NC(=O)c1nsc(C(=O)N(c2ccccc2)C(C(=O)NCc2ccc(F)cc2)c2ccc(O)cc2)c1N (stereo not given)
 : i	-9
CC1(C)CC(C)(c2ccc(O)cc2O)N(c2cccc(Cl)c2)C(=S)N1 (stereo not given)
 : ?	nt
Cc1ccc2c(c1)CCCN2C(=O)c1cc(C)on1
 : ?	nt
COC(=O)c1ccc(CS(=O)(=O)c2ccc(C)cc2)cc1
 : ?	nt
Nc1ncnc2c1ncn2C1CCCC1
 : 10%	7
CCN1c2ccccc2-c2nc3ccccc3n2C1c1ccncc1 (stereo not given)
 : 15%	1
CCn1cc(C2=NC(C)CO2)c2ccccc21 (stereo not given)
 : ?	nt
COc1ccc(Br)cc1/C=N/NC(=O)CN1CCCCC1
 : ?	nt
c1ccc(-c2nnc3n2CCCC3)cc1
 : ?	nt
O=[N+]([O-])c1ccc(S(=O)(=O)Nc2cccc(-c3ccc(N4CCCC4)nn3)c2)cc1
 : ?	nt
c1ccc2c(c1)oc1c(NCCCn3ccnc3)ncnc12
 : -1%	-13
CC(C)[C@H]1CC[C@@H](C)C(C(=O)c2ccccc2)C1=O (stereo not given in full)
 : 0%	2

Looked up above:
O=[N+]([O-])c1ccc(Sc2cccc3cccnc23)c2cccnc12 @ S3 lipid droplet cell count max = 5
Cc1ccc(OCC(=O)NCc2ccccc2)c([N+](=O)[O-])n1 @ S3 lipid droplet cell count max = 8

Additional structures follow.
The line under a structure holds: S3 lipid droplet	S3 lipid droplet cell count max
CC(C)(C)CN1CCN(Cc2nc(-c3ccc(F)cc3)cs2)CC1CCO (stereo not given)
 : i	3
CC(C)(C)NC(=O)CN(C(=O)CS(=O)CC(=O)Nc1ccc(F)cc1)c1cccc(F)c1 (stereo not given)
 : 25%	5
CCc1ccccc1NC(=S)NCc1ccc2c(c1)OCO2
 : -29%	0
O=S(=O)(/C=C/c1ccccc1)Nc1ccc2c(c1)OCO2
 : ?	nt
COc1cc(/C=N/N2C(=O)c3ccccc3C2=O)ccc1O
 : ?	nt
CCOc1ccc(CN(C)CCc2ccccn2)cc1
 : 5%	22
Cn1cc(CN2CCC(n3nccc3NC(=O)CCCc3ccccc3)CC2)cn1
 : ?	nt
O=C(NCc1ccccc1)c1ccc(Oc2ccc(C(=O)NCc3ccccc3)cc2)cc1
 : ?	nt
O=C(COC(=O)/C=C/c1ccccc1Cl)NCCNC(=O)COC(=O)/C=C/c1ccccc1Cl
 : ?	nt

Sorted by the number under S3 lipid droplet (smallest number first): some entries from above
The line under a structure holds: S3 lipid droplet	S3 lipid droplet cell count max
COc1cc(/C=C2\SC(=S)N(CC(=O)O)C2=O)ccc1OS(=O)(=O)c1ccc(C)cc1
 : -19%	-3
Nc1ncnc2c1ncn2C1CCCC1
 : 10%	7
CCN1c2ccccc2-c2nc3ccccc3n2C1c1ccncc1 (stereo not given)
 : 15%	1

Quoted from the listing (3 entries):
The line under a structure holds: S3 lipid droplet	S3 lipid droplet cell count max
C#CCOCCOCCOCCNc1nc(N2CCN(C(=O)[C@H]([C@@H](C)O)n3cc(CCCCN)nn3)CC2)nc(N2CCN(C(=O)[C@H](CCCCN)n3cc(CCC(=O)O)nn3)CC2)n1
 : ?	nt
COc1ccc(C2C(C(=O)C(C)(C)C)=C(O)C(=O)N2Cc2ccccc2)cc1 (stereo not given)
 : ?	nt
CCCCOc1ccccc1C(=O)NCCCCCC(=O)O
 : 7%	9

Screens as filed in PubChem.

An excerpt; rates above refer to the full screens.
